From PubChem
IDE act: IDE (human) activation, cell-based. HEK cells, FAbeta-B cleavage, fluorescence polarization; 0% vehicle, 100% cell-free pure enzyme wells. P14735. AID 493087. activation, % at 5.96 µM. actives 0.073% (n = 340,000);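 active means activation above the mean of all tested compounds plus 3 SD, set per screening campaign, cut at about 17% in these data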
SUMO HTRF inh: SUMOylation inhibition; P63279; HTRF SUMOylation assay, SAE1/SAE2 + UBC9, in vitro; inhibition, % at 35 µM; actives 0.36% (n = 290,000); in the data active means inhibition above about 50%, passing the limit was not always enough; further: strong numbers were not always called active
pCIP destab: p/CIP protein destabilization; Q05BA5; F442A p/CIP-EGFP cells, EGFP fluorescence, 16 h; decrease of EGFP signal, % at 10 µM; actives 0.01% (n = 290,000); AID 1984;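 active means EGFP signal decrease of at least 30% at 10 µM or well 3 SD below plate mean, unless failing retest; inactive means the rest, including hits failing retest or dose response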; further: some compounds called inactive have numbers as strong as hits; many of its hits are not listed in these tables
Target sequence (Q05BA5 1-1403): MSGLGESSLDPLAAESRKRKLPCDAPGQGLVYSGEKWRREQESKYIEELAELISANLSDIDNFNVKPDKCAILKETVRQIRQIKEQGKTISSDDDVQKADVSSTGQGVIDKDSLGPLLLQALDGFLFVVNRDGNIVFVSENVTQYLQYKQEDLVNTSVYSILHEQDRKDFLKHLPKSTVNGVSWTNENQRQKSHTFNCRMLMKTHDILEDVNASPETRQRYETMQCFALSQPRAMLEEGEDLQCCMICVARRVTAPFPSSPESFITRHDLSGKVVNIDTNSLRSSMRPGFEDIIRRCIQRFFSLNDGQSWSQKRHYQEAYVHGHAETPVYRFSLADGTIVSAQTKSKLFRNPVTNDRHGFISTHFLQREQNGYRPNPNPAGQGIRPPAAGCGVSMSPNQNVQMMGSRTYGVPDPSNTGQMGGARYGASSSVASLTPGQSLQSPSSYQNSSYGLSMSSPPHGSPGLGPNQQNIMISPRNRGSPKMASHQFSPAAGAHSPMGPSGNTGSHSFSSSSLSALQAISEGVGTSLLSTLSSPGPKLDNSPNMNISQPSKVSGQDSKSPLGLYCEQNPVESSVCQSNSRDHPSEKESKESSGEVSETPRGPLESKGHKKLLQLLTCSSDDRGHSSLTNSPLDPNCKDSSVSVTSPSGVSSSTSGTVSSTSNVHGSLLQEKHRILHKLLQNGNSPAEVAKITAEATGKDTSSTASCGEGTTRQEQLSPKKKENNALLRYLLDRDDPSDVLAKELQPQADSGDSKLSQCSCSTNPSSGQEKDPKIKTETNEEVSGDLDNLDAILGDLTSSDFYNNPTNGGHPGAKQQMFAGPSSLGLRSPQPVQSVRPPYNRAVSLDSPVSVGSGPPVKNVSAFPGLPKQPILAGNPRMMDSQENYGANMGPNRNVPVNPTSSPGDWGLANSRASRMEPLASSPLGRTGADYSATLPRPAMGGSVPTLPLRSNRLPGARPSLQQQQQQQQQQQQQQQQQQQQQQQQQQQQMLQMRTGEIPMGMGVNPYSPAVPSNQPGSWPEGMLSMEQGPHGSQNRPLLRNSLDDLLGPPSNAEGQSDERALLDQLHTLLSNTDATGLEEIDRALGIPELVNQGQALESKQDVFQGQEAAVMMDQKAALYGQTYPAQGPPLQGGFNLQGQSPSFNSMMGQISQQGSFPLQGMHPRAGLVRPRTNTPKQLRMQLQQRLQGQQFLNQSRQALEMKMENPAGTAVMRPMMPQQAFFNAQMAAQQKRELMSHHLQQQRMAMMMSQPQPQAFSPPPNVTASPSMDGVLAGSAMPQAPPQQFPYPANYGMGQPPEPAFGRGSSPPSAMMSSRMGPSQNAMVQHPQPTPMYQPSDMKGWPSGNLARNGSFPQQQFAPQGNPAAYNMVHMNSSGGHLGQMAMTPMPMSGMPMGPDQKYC
MEKK3 PB1 HTS: modulators (inhibitors or enhancers) of MEK5 binding to human MEKK3 PB1 domain. actives 1.4% (n = 290,000). bead-based flow cytometry, Alexa488-MEK5 binding to MEKK3; actives lie on both sides; 0 = blocked by unlabeled MEK5, 100 = vehicle. binding response (% of control), % at 10 µM. Q99759;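 active means binding response more than 3 SD above or below the average of its plate-row segment, actives on both sides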;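 further: Alexa488 bead fluorescence after subtracting the streptavidin-only scavenger bead signal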
VIM-2 inh: inhibitors of Pseudomonas aeruginosa VIM-2 metallo-beta-lactamase. purified VIM-2, nitrocefin hydrolysis, epi-absorbance fluorescence. inhibition, % at 5.6 µM. actives 0.89% (n = 290,000). AID 1527;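 active means inhibition above the mean of all tested compounds plus 3 SD, cutoff set per screening run, cut at about 7.5% in these data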;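 further: red hydrolysis product quenches plate fluorescence so inhibitors raise well fluorescence; 0% = enzyme with DMSO and 100% = DMSO without enzyme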
DNA FID counter: counter-screen for HCV NS3 helicase inhibitors: DNA intercalator displacement | DNA fluorescent intercalator displacement, fluorescence | inhibition, % at 7.9 µM | actives 0.17% (n = 290,000) | AID 1845; in the data active means inhibition above about 37%;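 further: 0% = vehicle and 100% = reference compound; higher means more ethidium bromide displaced from hairpin DNA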
PHOSPHO1 inh: PHOSPHO1 (human) inhibition; Q8TCT1; recombinant PHOSPHO1, absorbance phosphatase assay; inhibition, % at 13.3 µM; actives 1.1% (n = 290,000); in the data active means inhibition above about 60%
NS3 helicase inh: HCV NS3 helicase inhibition; AID 1800; actives 0.56% (n = 290,000); inhibition, % at 10.9 µM; NS3 helicase DNA unwinding, Cy5 molecular beacon fluorescence;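 active means inhibition above the mean of all tested compounds plus 3 SD, set per campaign, cut at about 35% in these data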;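 further: 0% = DMSO wells and 100% = thioflavine S control wells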
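Assay system – hepatitis C virus NS3 helicase domain fragment enzyme · Buffer or medium – MOPS pH 6.5, MgCl2, DTT, Tween20, BSA · Reagent – Cy5/quencher beacon DNA duplex and ATP to start · Compound – single 10.9 µM dose · Timing – 1 h at 25 °C · Technique – Cy5 beacon fluorescence read at start and 1 h · Measure – % inhibition of unwinding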
IMP-1 inh: inhibitors of Pseudomonas aeruginosa IMP-1 metallo-beta-lactamase; actives 0.45% (n = 290,000); purified IMP-1, nitrocefin hydrolysis, epi-absorbance fluorescence; inhibition, % at 5.6 µM;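 active means inhibition above the mean plus 3 SD of all compounds in the same screening run, cut at about 4.5% in these data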;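 further: 0% = IMP-1 with DMSO and 100% = DMSO wells lacking enzyme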
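Assay system: purified recombinant IMP-1 beta-lactamase. Input: IMP-1 0.2 nM before substrate addition. Buffer or medium: Zinc- and detergent-supplemented HEPES buffer, pH 7.1. Schedule: 25 °C, 15 min preincubation, 25 min reaction. Signal: Epi-absorbance fluorescence, 480 nm excitation, 530 nm emission. Evaluation: percent inhibition from optical density relative to buffer-blank wells.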
* hit, by the source's call; . = not tested or not shown. Not all compounds are listed; count on the stated rates, not on these rows.

SMILES	IDE act	SUMO HTRF inh	pCIP destab	MEKK3 PB1 HTS	VIM-2 inh	DNA FID counter	PHOSPHO1 inh	NS3 helicase inh	IMP-1 inh
COc1ccc(N2CCN(C(=O)Cc3ccc(C)cc3)CC2)cc1	3	-8	-6	105	-0.3	-31	26	2	-1.5
Cc1ccc(C)n1-c1ccc(-c2nnc3n2CCCCC3)s1	-8	0	-9	101	-1.4	-23	30	3	-1.0
COC(=O)c1cc(C(=O)CSc2nc(C)cc(C)n2)ccc1O	3	-14	4	.	1.6	-11	26	8	-1.4
N#C/C(=C\c1c(N2CCCCC2)nc2ccccn2c1=O)C(=O)NC1CCS(=O)(=O)C1 (stereo not given)	-2	24	-4	96	-0.8	-7	6	11	-0.1
CN(C)/C=C1/OC(=O)C(C#N)=C1c1ccc(Cl)cc1	4	12	-5	104	-0.9	-4	24	7	-3.4
O=C(NCCNCc1cccs1)c1ccccc1F	5	17	-41	100	-3.7	5	25	-5	-1.2
Cc1cccn2cc(-c3ccccc3)nc12	5	26	5	92	1.0	4	8	-1	3.0
Cc1ccc(N2C(=O)C3C4CC(=O)C(c5ccccc54)C3C2=O)cc1C (stereo not given)	-1	12	-6	104	-4.4	-23	-49	9	-1.6
CNc1nc(NC#N)nc(SC)n1	5	-4	-1	100	-1.7	-4	56	6	-3.1
COC(=O)CNC(=O)C1CCCN1C(=O)OC(C)(C)C (stereo not given)	1	4	2	99	-2.9	1	24	-7	-1.4
COc1ccc(C(C)NC(=O)CCc2ccccc2)cc1 (stereo not given)	3	16	13	101	-2.8	-2	.	-3	-0.7
CCOc1ccccc1C(=O)Nc1cc2c(cc1N1CCCC1)n(CC)c(=O)n2CC	-1	-8	-15	102	-0.8	-46	17	-7	0.1
Cc1cccc(OCC(=O)NNC(=O)c2cc3ccccc3oc2=O)c1	4	25	-10	98	-2.6	2	-4	2	-2.9
Cc1cc2nccc(-c3ccc(OCCCF)cc3)n2n1	-4	18	-1	102	-0.2	-20	20	-5	-3.9
CC(C)C(=O)Nc1c2c(nn1-c1ccc(F)cc1)CSC2	8	-7	8	102	-0.6	-5	12	7	-1.6
CCCCN(CCCNC(=O)c1c(C)cc(=O)oc1C)c1ccccc1	-6	2	9	103	1.9	-19	0	-4	-1.6
Cc1nn(-c2cccc(Cl)c2)c2c1C(c1cccnc1)C(C#N)=C(N)O2 (stereo not given)	-2	12	3	102	-2.7	-4	3	34	-2.0
COc1ccccc1NC(=O)c1sc2nc3n(c(=O)c2c1C)CCC3	8	23	-5	102	-0.2	-4	24	1	-3.8
CCOC(=O)c1c(NC(=O)COc2ccccc2)sc2c1CC(C)(C)NC2(C)C	-3	-9	-16	92	0.3	12	17	-66	-1.7
CCN(CC)C(=O)c1ccc2c(c1)nnn2C	2	5	-8	101	-1.5	-2	7	7	-1.9
Cc1c(CN2CCN(c3cccc(C(F)(F)F)c3)CC2)c(=O)n(-c2ccccc2)n1C	3	19	-19	97	0.3	6	19	-6	-1.7
COc1cc(Br)c(-c2sc(Nc3ccccc3)n[n+]2-c2ccccc2)cc1OC	-1	-9	-9	107	-1.8	-23	-7	2	-2.9
O=C(CNc1ccccc1)N/N=C/c1c(O)ccc2ccccc12	0	-18	2	100	-3.1	-9	23	3	-3.8
O=C(COc1ccccc1F)N1CCc2ccccc2C1	1	-4	0	102	-2.2	-10	3	-32	-2.9
COC(=O)c1ccc([N+](=O)[O-])cc1N1C(=O)C2C3CCC(C3)C2C1=O (stereo not given)	2	20	-6	95	-3.4	4	27	1	-2.5
CCOC(=O)c1c(C)cc(=O)oc1C	3	-4	1	98	-1.2	1	-8	4	-1.2
CNc1ccccc(C(=O)/C=C/c2ccccc2OC)c1=O	-4	12	-3	87	-1.5	-23	11	34	2.2
O=C(Nc1ccc(F)cc1)Nn1cnnc1	6	21	0	104	-5.6	-4	45	0	-3.2
CCOCN(C(=O)Cn1c(CO)nc2ccccc21)c1c(C)cccc1CC	-1	-2	3	97	-3.2	-31	-4	1	-3.1
O=C(NC1(C(=O)NC2CCCCC2)CCCCC1)c1ccc2c(c1)OCO2	1	0	-7	109	-0.6	-3	2	6	-1.3
Cc1nn(-c2ccccc2)c(Cl)c1/C=N/NC(=O)c1cccnc1	2	7	-7	101	-2.8	-12	-2	-7	-3.0
O=S(=O)(Nc1ncccn1)c1ccc(-n2cnnn2)cc1	4	22	-15	94	-2.2	8	30	2	-1.6
Nc1c(-c2ccc(Cl)cc2)cnn1-c1ccccc1	0	-1	5	104	-0.2	-7	-29	0	-2.8
Cc1ccc(S(=O)(=O)NCC2CCC(C(=O)NCc3cccnc3)CC2)cc1 (stereo not given)	4	-4	1	100	-1.1	-9	20	-6	-0.8
N#Cc1c(N)nc2c(c1-c1ccc(F)cc1)CCC2	-1	14	2	100	-0.7	-5	-1	3	-1.9
S=C(NC1CCCCC1)N1CCN(C2CCCCC2)CC1	5	12	8	68	3.1	19	-1	-11	0.9
O=S(=O)(Cc1ccccc1Cl)NCCc1ccccc1	-4	7	0	99	-3.3	-6	25	-7	-3.2
COCCCN(Cc1ccccn1)S(=O)(=O)Cc1ccccc1	-3	14	0	100	-2.6	-3	0	1	-1.9
Cc1ccc(/C=C2\SC(=O)N(CCC(=O)N3CCN(C)CC3)C2=O)cc1	3	-13	-2	106	-0.7	14	19	-16	-1.0
COc1ccc(-n2c(SCC(=O)Nc3ccccc3C)nc(O)c(Cc3ccccc3)c2=O)cc1	-1	4	-14	95	2.4	-46	3	16	4.1
COc1cc(OC)c2ccc(=O)oc2c1C(CC(=O)N1CCOCC1)c1ccc2c(c1)OCO2 (stereo not given)	1	11	-7	90	.	.	18	.	.
O=C(O)c1ccc(CSc2nnc(COc3ccccc3)o2)cc1	-1	-4	-12	105	-3.8	-25	5	15	-3.3
COc1ccc(-c2nn3c(-c4ccccc4)nnc3s2)cc1	1	14	-17	105	-0.6	-17	19	-4	-4.0
O=C(NC(=S)N1CCOCC1)c1cc2ccccc2o1	2	6	3	102	-2.4	-2	-17	3	-4.1
c1ccc(-n2ncc3c(NCc4cccnc4)ncnc32)cc1	0	20	-2	.	0.4	-4	-44	1	-3.6
CC(=O)Nc1cc(C(=O)OCC(=O)c2ccc(Cl)cc2Cl)ccc1C	2	-12	-13	108	-1.7	-16	23	-3	-3.0
O=C(NCCc1ccccc1)C(=O)c1c(-c2ccccc2)[nH]c2ccccc12	6	19	-3	107	-3.9	-19	-6	-6	-1.3
Cc1ccnc(NS(=O)(=O)c2ccc(N3C(=O)c4c(Cl)c(Cl)c(Cl)c(Cl)c4C3=O)cc2)n1	1	11	-3	106	-2.1	-3	4	-7	-2.8
COc1ccc(NC(=O)CN2C(=O)COc3ccccc32)cc1OC	2	6	-1	103	-2.1	-4	44	-2	-3.0
CCN(CC)c1ccc(NC(=S)NC(=O)Cc2ccccc2)cc1	4	-6	0	106	-3.9	-9	-27	-2	-0.5

Full records, quoted from the list:
CCN(CC)c1ccc(NC(=S)NC(=O)Cc2ccccc2)cc1 is listed with IDE act = 4; SUMO HTRF inh = -6; pCIP destab = 0; MEKK3 PB1 HTS = 106; VIM-2 inh = -3.9; DNA FID counter = -9; PHOSPHO1 inh = -27; NS3 helicase inh = -2; IMP-1 inh = -0.5
c1ccc(-n2ncc3c(NCc4cccnc4)ncnc32)cc1 is listed with IDE act = 0; SUMO HTRF inh = 20; pCIP destab = -2; MEKK3 PB1 HTS = .; VIM-2 inh = 0.4; DNA FID counter = -4; PHOSPHO1 inh = -44; NS3 helicase inh = 1; IMP-1 inh = -3.6

Following part.
SMILES	IDE act	SUMO HTRF inh	pCIP destab	MEKK3 PB1 HTS	VIM-2 inh	DNA FID counter	PHOSPHO1 inh	NS3 helicase inh	IMP-1 inh
O=C(CCC(=O)c1ccc(Cl)cc1)NCc1ccccc1	0	.	-6	103	-2.0	-19	36	0	-1.6
N#Cc1cccnc1N1CCN(C(=O)c2ccco2)CC1	1	9	-2	107	-4.4	-1	42	5	-2.8
CN(CC1CCOCC1)C(=O)CC1C(=O)NCCN1Cc1ccc(Cl)c(F)c1 (stereo not given)	4	3	-2	86	-3.2	-12	36	-4	-4.3
O=C(CC1CCCCC1)NCCOc1ccccc1	-3	2	5	107	-0.4	-4	-9	2	-3.7
CCN(CC)S(=O)(=O)c1ccc(C(=O)Nc2nnc(COC)o2)cc1	2	-1	-4	99	0.0	-24	0	2	-0.2
CNC(=O)C1CC(=O)N(c2ccc(OCC(=O)N3CCCC3)cc2)C1 (stereo not given)	2	-4	7	96	-0.3	-1	9	2	-1.6
COc1cc2c(cc1N/C=C(\C#N)c1nc(-c3ccccc3)cs1)oc1ccccc12	1	-20	-14	99	-1.6	1	-15	-3	-0.7
COc1ccc(-c2cn(-c3ccc(C)c(Cl)c3)c(=S)[nH]2)cc1OC	-1	6	-14	98	-3.6	-20	-77	-5	-1.5
Nc1c(C(=O)NC2CCCC2)sc2nc(-c3cccs3)ccc12	-4	10	22	105	0.7	-20	-18	56*	4.1
Clc1cccc(Nc2ncnc3ccc(Br)cc23)c1	3	-1	4	100	0.8	-4	62*	-9	-2.1
Fc1ccc(CNc2ccc(N3CCN(Cc4ccccc4)CC3)cc2)cc1	-3	-4	-12	105	-3.4	12	9	-58	-25
O=C(CSc1nnc(-c2ccc(F)cc2)o1)NC1CCCCC1	-1	10	-18	78	-6.2	-19	17	-5	-3.6
O=C(CN1C(=O)COc2ccc(S(=O)(=O)N3CCCC3)cc21)NC1CCCCCCC1	.	-7	9	105	-1.4	-24	7	19	-0.2
Cc1ccc(C(C)C)c(OCC(=O)OCc2c(C)noc2C)c1	-2	-6	-5	108	-3.3	-28	19	0	-2.2
CN(C)/C=C(\C(=O)c1cccc(Cl)c1)c1nnnn1-c1ccccc1	4	8	-12	101	-2.0	-8	27	12	-3.9
Nc1c(C(=O)O)sc2nc3c(cc12)CCCC3	.	18	-9	103	-2.1	-18	51	33	-2.6
O=C(O)c1cccc(NS(=O)(=O)c2cccc3nsnc23)c1	-3	20	-6	95	-1.0	-2	-6	2	-1.6
COc1ccccc1Cn1c(=S)[nH]c2cc(C(=O)N3CCN(c4ccccc4OC)CC3)ccc2c1=O	6	25	-14	101	-5.8	-5	23	-3	-1.8
O=C(NCc1ccc(Cl)cc1)C1CCN(C(=O)c2ccco2)CC1	5	4	6	99	-1.9	-9	36	6	-1.5
CCCCNC(=O)C1CC(c2ccccc2[N+](=O)[O-])=NO1 (stereo not given)	7	-7	-12	100	-3.6	0	15	-6	-0.8
N#CC(=C=[N-])C1=C(C#N)C(c2ccccc2F)C([n+]2ccccc2)C(O)(C2CC2)N1 (stereo not given)	4	12	-3	104	-1.3	-2	8	1	0.3
O=C(NCC(=O)N1CCN(S(=O)(=O)c2cccs2)CC1)c1ccc(Cl)cc1	8	8	-3	98	0.2	-9	43	-4	0.7
